# F508del corr: F508del CFTR correction, initial screen, CFBE line, single point; 350,000 tested, 0.36% active; CFBE cells, YFP halide quenching; stimulated with forskolin plus potentiator P3; % fluorescence drop versus neutral controls; activity (quench increase), % at 7.58 µM; AID 720511, 2013;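 active = mean added fluorescence quench of at least 8% versus neutral control, with both replicates also reaching 8%; inconclusive = only one of the mean or replicate conditions met; inactive = mean below 8% and not both replicates reaching 8%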;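 note: cells transiently co-express mutant CFTR-F508del with the halide-sensitive YFP; corrector assay measuring rescue of mutant channel to the surface after 24 h compound exposure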
# INS-1E GSIS act: GLuc luminescence reporter in INS-1E cells, primary screen for activators of glucose-dependent secretion of insulin; INS-1E GLuc reporter insulin secretion, 2-3 h; activation, % at 16.6 µM; 370,000 tested, 0.61% active;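 active = lowest replicate activation of at least 40%, so every replicate reaches that level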;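 note: 0% = median of neutral control wells and 100% = median of IBMX positive control wells; some compounds called inactive have numbers as strong as hits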
# DENV2 CPE rescue: inhibitors of DENV2 cytopathic effect, primary screen, cell-based, plate reader, single concentration; DENV2-infected cells, cytopathic effect rescue; 350,000 tested, 1.7% active; CPE inhibition, % at 9.99 µM; AID 651640, 2012; in the data active = CPE inhibition above about 20%, passing the limit was not always enough; inconclusive = no clear call, values can overlap the other calls; tested in BHK-21 cells;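 note: 0% = median of neutral control wells and 100% = median of positive control wells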
# FN deposit inh: inhibitors of fibronectin matrix deposition, primary screen, AH1F cells, Alexa488-fibronectin fluorescence, plate reader | AID 743247, 2014 | 350,000 tested, 0.086% active | inhibition, % at 12.6 µM | AH1F fibroblasts, overnight;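 active = mean inhibition across replicates of 30% or more, regardless of how many single replicates reach that level; inconclusive = mean under 30% yet at least half of replicates reach 30%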;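 note: positive control wells lacked labelled fibronectin entirely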
#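 Schedule: 1 h cell adhesion before compound, then overnight fibronectin incubation; test system: AH1F fibroblast monolayer depositing Alexa488-labelled fibronectin into matrix; quantity: 10000 AH1F cells per well; probe or stimulus: fluorescent fibronectin at 24 nM final; signal: fluorescence, ex 485 nm, em 525 nm; evaluation: percent inhibition as loss of matrix-bound fibronectin fluorescence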
# miR122 inh: miR-122 Renilla sensor signal increase in Huh7, primary screen, miR-122 inhibitor project, cell-based, single point, plate reader; 340,000 tested, 0.3% active; activation (reporter increase), % at 12.5 µM; Huh7 miR-122 Renilla luciferase sensor, 48 h; neutral wells = 0, positive control = 100; AID 602342, 2012;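 active = mean replicate activation score at least 90 and every replicate individually at or above 90; inconclusive = only one of the two criteria met; inactive = neither criterion met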;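 note: higher luciferase means less miR-122 activity so hits act as miR-122 inhibitors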
# PAX8 reporter: inhibitors of PAX8-driven TPO luciferase reporter, primary screen, RMG-I cells, single concentration; SteadyGlo, 24 h; inhibition, % at 12.6 µM; 360,000 tested, 1.2% active; AID 652154, 2013;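 active = mean replicate inhibition at least 60% with every replicate also reaching 60%; inconclusive = only one of the two criteria is met; inactive = mean below 60% and not all replicates reaching 60%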;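 note: luciferase light reporting Pax8 driven TPO promoter activity; plate controls were median of neutral control wells for no effect and mitoxantrone controls for full effect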
# EWS-Fli block: EWS/Fli-driven NR0B1 reporter inhibitors, primary screen, A673 cells, NR0B1 luciferase, luminescence, MLPCN library | inhibition, % at 12.6 µM | 350,000 tested, 0.67% active | viability-normalised;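 active = mean inhibition of at least 50% after viability correction, with every replicate also passing that limit; inconclusive = mean reaches 50% but only one of two replicates passes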;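 note: firefly luciferase signal divided by Alamar Blue viability fluorescence both relative to DMSO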
# Active calls of the source: *; ? = inconclusive; · = no result given; & = joins results of further samples; [ ] = another dose, or the depositor's remark. An unsorted share of the library. About 3.9% of those tested had a hit in this group.
SMILES,F508del corr,INS-1E GSIS act,DENV2 CPE rescue,FN deposit inh,miR122 inh,PAX8 reporter,EWS-Fli block
COc1ccc(S(=O)(=O)N2CCCCN3[C@H](CO)[C@H](c4ccc(C5=CCCCC5)cc4)[C@H]3C2)cc1,-1.2,·,5,·,4[16.7 µM],65*,0
CCCCc1ccc(NC(=O)c2ccc(N(C)S(C)(=O)=O)cc2)cc1,-3.6,10,8,-4,-4,15,9
Cc1ccc(S(=O)(=O)Nc2nc3ccccc3nc2NCC2CCCO2)cc1 (configuration not stated),-1.5,0,0,11,29,-3,5
COc1ccc(S(=O)(=O)N(C)C[C@H]2Oc3c(NC(=O)Nc4ccc(F)cc4)cccc3C(=O)N([C@H](C)CO)C[C@@H]2C)cc1,-2.0,-11,8,·,3[16.7 µM],·,-8
CCC(CC)C(=O)Nc1cccc(C(=O)Nc2ccc(S(=O)(=O)Nc3ccc(C)cc3)cc2)c1,·,-20,·,-14,16,·,·
CCCSc1ccc([C@H]2N[C@@](C)(C(=O)OC)[C@H]3C(=O)N(C)C(=O)[C@@H]23)cc1OC,1.7,10,-7,-4,-5,14,-3
CN(C)C(=O)C[C@@H]1C=C[C@@H](NC(=O)C2CCC2)[C@H](CO)O1,1.4,-3,-5,3,·,-9,2
COc1ccc(S(=O)(=O)NC(=O)C2(C)CCN2C(=O)c2cccc(F)c2)cc1 (configuration not stated),1.6,6,-10,1,-4,-1,1
C[C@H](NC(=O)C[C@@H]1CC[C@H]2[C@@H](COC[C@H](O)CN2Cc2ccc(C(F)(F)F)cc2)O1)c1ccccc1,1.3,·,-19,4,·,17,-7
O=[N+]([O-])C1=CC=C2C(=NC3(CCCCC3)N2O)C1=NCCO,1.5,2,-3,·,-4,·,-14
C[C@@H]1CN([C@H](C)CO)C(=O)Cc2cc(NC(=O)c3ccncc3)ccc2O[C@H]1CN(C)S(C)(=O)=O,0.4,24,10,·,3[16.7 µM],-12,1
CC1CCCC(C)N1C(=O)COC(=O)CSc1ccc([N+](=O)[O-])cc1 (configuration not stated),0.7,-7,1,1,-1,-4,0
CCc1ccc(NC(=S)N(Cc2cccnc2)Cc2ccco2)cc1,-1.5,-12,-1,·,11,-2,5
Cc1cccc(-n2nc3c(c2NC(=O)c2ccc(Br)o2)CSC3)c1,-2.4,-3,3,·,-13,·,4
Cc1ccc(OCC(=O)Nc2nnc(C3CCCO3)s2)c(Br)c1 (configuration not stated),0.5,-12,-8,3,·,-21,-5

# 3 compounds already listed, arranged by molar mass, high to low.
SMILES,F508del corr,INS-1E GSIS act,DENV2 CPE rescue,FN deposit inh,miR122 inh,PAX8 reporter,EWS-Fli block
C[C@H](NC(=O)C[C@@H]1CC[C@H]2[C@@H](COC[C@H](O)CN2Cc2ccc(C(F)(F)F)cc2)O1)c1ccccc1,1.3,·,-19,4,·,17,-7
CCCSc1ccc([C@H]2N[C@@](C)(C(=O)OC)[C@H]3C(=O)N(C)C(=O)[C@@H]23)cc1OC,1.7,10,-7,-4,-5,14,-3
Cc1cccc(-n2nc3c(c2NC(=O)c2ccc(Br)o2)CSC3)c1,-2.4,-3,3,·,-13,·,4

# More results.
SMILES,F508del corr,INS-1E GSIS act,DENV2 CPE rescue,FN deposit inh,miR122 inh,PAX8 reporter,EWS-Fli block
C[C@@H]1CN([C@@H](C)CO)C(=O)c2c(c3ccccc3n2C)-c2ccccc2CO[C@H]1CN(C)Cc1cccc(C(=O)O)c1,-2.0,18,8,-1,·,-14,-4
Cn1c(=O)c2c(ncn2Cc2ccc(O)c([N+](=O)[O-])c2)n(C)c1=O,2.2,·,-9,·,·,·,-5
Oc1ccc2ccccc2c1C=Nc1ccccc1Br,0.5,8,10,6,·,-6,11
CCNC(=O)C[C@@H]1CC[C@@H]2[C@@H](COc3ccc(NC(=O)C4CCCCC4)cc3C(=O)N2C)O1,-0.2,-1,12,·,-33[16.7 µM],-5,-3
O=C(c1cn2ccccc2n1)N1CCCC(Nc2ccc(F)c(F)c2)C1 (configuration not stated),4.9,-21,-3,3,-4,6,-4
Cc1ccc(Cn2c(C)c(C(=O)NCc3cccs3)sc2=O)cc1,5.3,-11,6,3,·,-2,7
O=C(OCC(=O)N(Cc1ccccc1)Cc1ccccc1)c1ccccc1NCCO,2.7,-11,?,10,·,-19,-14
Cc1[nH]c2ccccc2c1/C=N/Nc1nc(N2CCCCC2)nc(N2CCCCC2)n1,·,-42,·,-1,·,10,·
COc1cc(CCc2ccccc2)c(C(=O)O)c(O)c1CC=C(C)C,0.2,58,-3,·,3,·,3
CN(C)CCCNC(=S)Nc1ccc(-c2ccccc2)cc1,-3.7,-7,3,-5,-3,8,0
CCN(CC)C(=O)c1cc2c(=O)c3cc(F)ccc3oc2nc1C,0.3,5,7,0,-6,-57,-50
O=C(Nc1c2c(nn1-c1ccccc1)CS(=O)(=O)C2)c1cccs1,1.7,35,7,-4,4,13,-4
COc1cccc(-c2cnc3c(c2)C(=O)N([C@H](C)CO)C[C@@H](C)[C@@H](CN(C)C(=O)Nc2ccccc2F)O3)c1,1.4,-8,4,·,·,3,-13
CC(=Nc1ccccc1)C1=C(O)C(CC(C)C)NC1=O (configuration not stated),3.8,·,-5,-2,·,-40,-5
CCOc1ccc(OCC)c(NC(=O)CCS(=O)(=O)c2ccc(C)cc2)c1,-0.4,-1,-1,0,-6,-9,-10
O=C(N/N=C/c1ccccc1F)NC12CC3CC(CC(C3)C1)C2,-4.2,17,10,3,5,-113,-85
Cn1c(-c2ccc3c(c2)OCO3)cnc1N,·,·,·,1,-4,-29,·
Cc1cccc(S(=O)(=O)N(C)C[C@@H]2OCc3cn(nn3)CCCC(=O)N([C@@H](C)CO)C[C@H]2C)c1,0.6&-5.4&-0.8,4&-3,-11&10,7&-8,5,1&-2&-10,1&-1&-4
C[C@@H]1CN([C@H](C)CO)C(=O)c2cc(NC(=O)Nc3cccc4ccccc34)ccc2O[C@@H]1CN(C)S(=O)(=O)c1ccc(F)cc1,-2.5,-10,·,·,7[16.7 µM],6,4
CC1(C(=O)NCc2cccc3ccccc23)CCN1C(=O)C1(c2ccccc2)CC1 (configuration not stated),0.0,-25,-3,6,-7,11,-5
O=C(Cc1cccc(C(F)(F)F)c1)NCc1cccnc1,1.8,-3,5,-2,·,6,-2
C[C@@H]1CN([C@@H](C)CO)S(=O)(=O)c2ccc(Br)cc2O[C@H]1CN(C)C(=O)C1CC1,-0.2,21,-6,·,5[16.7 µM],-35,2
CC1(C)C2CCC(C2)C1C/C=N/NC(N)=S (configuration not stated),0.0,-3,-4,-10,·,11,10
O=C(NCCO)C(=O)NCC(c1cccs1)S(=O)(=O)c1ccc(F)cc1 (configuration not stated),1.2,·,14,0,-2,-27,-5
N=c1c(S(=O)(=O)c2ccc(F)cc2)cc2c(=O)n3ccccc3nc2n1CC1CCCO1 (configuration not stated),1.3,69,1,-6,-5,4,·
COc1ccc(S(=O)(=O)N(C)C[C@@H]2OCCCC[C@H](C)Oc3ccc(NC(=O)C4CCCCC4)cc3C(=O)N([C@H](C)CO)C[C@H]2C)cc1,-2.3,-1,-6,5,-9[16.7 µM],11,14
COc1ccc(S(=O)(=O)N(C)C[C@H]2OCCCC[C@H](C)Oc3ccc(NC(=O)NC(C)C)cc3C(=O)N([C@@H](C)CO)C[C@@H]2C)cc1,-3.9,-22,3,·,-10[16.7 µM],-19,-1
C[C@@H]1CN([C@H](C)CO)C(=O)Cc2cc(NC(=O)CCN3CCOCC3)ccc2O[C@@H]1CN(C)C(=O)Nc1ccc2c(c1)OCO2,-1.7,27,3,·,7[16.7 µM],-18,-9
O=C(NCc1cccnc1)c1c(O)c2cccc3c2n(c1=O)CCC3,-1.6,5,-1,·,·,-4,-10
CCC(CC)c1nnc(NC(=O)CN2C(=O)NC3(CCCC3)C2=O)s1,6.3,22,1,18,·,·,·
Cc1cccc(CN2CCN(C(=O)CN(C)C(C)C(=O)Nc3ccc(C(N)=O)cc3)CC2)c1 (configuration not stated),4.7,2,0,-7,·,-6,-5
O=C(c1cc(-c2ccc(Cl)cc2Cl)on1)N1CCCCCC1,-2.0,12,-4,2,0,-160,-5
CCOc1ccc(C(C)=O)cc1COc1ccc(C)nc1[N+](=O)[O-],2.3,9,-6,0,-14,12,2
CCNC(=O)COc1cccc(C(=O)NCc2ccccc2)c1,·,-20,·,4,·,-8,·
C[C@@H]1CN([C@H](C)CO)C(=O)c2cc(N(C)C)ccc2O[C@@H](C)CCCCO[C@@H]1CN(C)S(=O)(=O)c1cccs1,-1.4,·,-7,·,-2[16.7 µM],16,4
COc1cccc(Nc2ncnc3sc(C)cc23)c1,4.2,1,-2,-11,7,-97,·
COCc1cc(C)nc2sc3c(=O)n(Cc4ccco4)nnc3c12,-2.3,-19,3,-5,3,-12,-1
Nc1ccc(Nc2ccccc2)c(Cl)c1,-1.6,1,·,·,-9,·,7
CN(CC(=O)Nc1cccc(F)c1)C(=O)c1cc([N+](=O)[O-])ccc1N1CCCCC1,1.1,-15,-7,3,-2,-1,1
C[C@@H]1CN([C@H](C)CO)S(=O)(=O)c2ccc(C3=CCCCC3)cc2O[C@H]1CN(C)Cc1cncnc1,0.5,-7,-4,·,22[16.7 µM],·,11
C[C@H]1COC(=O)[C@@H](NC(=O)OCC2c3ccccc3-c3ccccc32)C/C=C\C[C@H](CC(=O)NCCO)C(=O)N1,2.7,-12,·,-1,-2,-9,4
COc1ccccc1CNC(=O)C[C@@H]1CC[C@H]2[C@@H](COc3ccc(NC(C)=O)cc3C(=O)N2C)O1,1.6,3,1,-9,3[16.7 µM],13,-7
C[C@H](CO)N1C[C@H](C)[C@@H](CN(C)Cc2ccccc2C(F)(F)F)OCc2cn(nn2)CCCC1=O,-4.4,-4,2,-10,0[16.7 µM],·,0
O=C(OCC(=O)N1CCCC1=O)c1nc(Cl)c(Cl)c(Cl)c1Cl,-0.8,-13,10,·,-6,0,4
CN1CCN(C(=O)C[C@@H]2CC[C@H]3[C@@H](COC[C@H](O)CN3C(=O)Nc3ccc(Cl)cc3)O2)CC1,-2.3,-5,-9,-16,-7[16.7 µM],-14,-28
Cc1ccc(NCC2(N=Cc3ccccc3)OC(CO)C(O)C2O)cc1 (configuration not stated),-3.1,·,2,1,11,-9,-2
Cc1noc(C)c1NC(=O)N(C)C[C@@H]1Oc2ccc(NS(=O)(=O)c3ccc(F)cc3)cc2C(=O)N([C@H](C)CO)C[C@H]1C,-2.9,11,-3,·,-26[16.7 µM],·,-1

# An excerpt of these results, as tab-separated lines:
Compound	F508del corr	INS-1E GSIS act	DENV2 CPE rescue	FN deposit inh	miR122 inh	PAX8 reporter	EWS-Fli block
COc1ccccc1CNC(=O)C[C@@H]1CC[C@H]2[C@@H](COc3ccc(NC(C)=O)cc3C(=O)N2C)O1	1.6	3	1	-9	3[16.7 µM]	13	-7
C[C@H](CO)N1C[C@H](C)[C@@H](CN(C)Cc2ccccc2C(F)(F)F)OCc2cn(nn2)CCCC1=O	-4.4	-4	2	-10	0[16.7 µM]	·	0
O=C(OCC(=O)N1CCCC1=O)c1nc(Cl)c(Cl)c(Cl)c1Cl	-0.8	-13	10	·	-6	0	4
CN1CCN(C(=O)C[C@@H]2CC[C@H]3[C@@H](COC[C@H](O)CN3C(=O)Nc3ccc(Cl)cc3)O2)CC1	-2.3	-5	-9	-16	-7[16.7 µM]	-14	-28
Cc1ccc(NCC2(N=Cc3ccccc3)OC(CO)C(O)C2O)cc1 (configuration not stated)	-3.1	·	2	1	11	-9	-2

# Bioassay records as filed in PubChem BioAssay.
